Compound activity from PubChem.
ERp5 block: inhibitors of human ERp5 | inhibition, % at 9.99 µM | ERp5 insulin aggregation, absorbance 650 nm, 90 min | hit rate 0.05% among 350,000;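 active = mean replicate inhibition above about 25%, with every replicate also reaching it, limit read from the data, passing the limit was not always enough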
F508del corr: CFTR F508del correction in bronchial cells. CFBE cells, YFP halide quenching; stimulated with forskolin plus potentiator P3; % fluorescence drop versus neutral controls. activity (quench increase), % at 7.58 µM. hit rate 0.36% among 350,000. AID 720511;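 active = mean added fluorescence quench of at least 8% versus neutral control, with both replicates also reaching 8%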;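 note: cells transiently co-express mutant CFTR-F508del with the halide-sensitive YFP; corrector assay measuring rescue of mutant channel to the surface after 24 h compound exposure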
ERAP1 HTS inh: inhibitors of human ERAP1 aminopeptidase. Q9NZ08. recombinant ERAP1, Leu-AMC fluorescence, 60 min. inhibition, % at 10.7 µM. hit rate 0.15% among 340,000. AID 652197;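 active = mean replicate inhibition of at least 30%, or all replicates individually reaching that 30% level; inactive = mean below 30% and not every replicate reaching it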;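 note: 0% = neutral control wells and 100% = L-leucinethiol positive control wells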
DENV2 CPE: protects cells from dengue virus 2 cytopathic effect; DENV2-infected cells, cytopathic effect rescue, plate reader; CPE inhibition, % at 9.99 µM; hit rate 1.7% among 350,000; in the data active = CPE inhibition above about 20%, passing the limit was not always enough; tested in BHK-21 cells;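 note: 0% = median of neutral control wells and 100% = median of positive control wells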
miR122 inh: blocks miR-122 activity in Huh7 sensor cells; hit rate 0.3% among 340,000; Huh7 miR-122 Renilla luciferase sensor, 48 h; neutral wells = 0, positive control = 100; activation (reporter increase), % at 12.5 µM; AID 602342;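 active = mean replicate activation score at least 90 and every replicate individually at or above 90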;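 note: higher luciferase means less miR-122 activity so hits act as miR-122 inhibitors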
SIRT5 inh: sirtuin-5 (human) deacylase inhibition; Purified SirT5, succinyl-peptide AMC, trypsin-coupled fluorescence; inhibition, % at 15 µM; hit rate 1.1% among 330,000; AID 652115; in the data active = inhibition above about 15%
Target sequence (Q9NXA8 whole entry, looked up): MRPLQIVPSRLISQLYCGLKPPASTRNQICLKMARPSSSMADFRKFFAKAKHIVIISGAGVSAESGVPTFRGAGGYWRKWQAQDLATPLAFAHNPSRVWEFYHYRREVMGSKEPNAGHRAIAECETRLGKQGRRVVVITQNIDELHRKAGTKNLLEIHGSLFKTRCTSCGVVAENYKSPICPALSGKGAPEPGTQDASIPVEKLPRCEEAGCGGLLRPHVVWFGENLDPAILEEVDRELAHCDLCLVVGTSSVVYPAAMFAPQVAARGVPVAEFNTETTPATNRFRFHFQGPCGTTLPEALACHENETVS
Casp6 inh: inhibitors of human caspase-6 | purified caspase-6, Z-VEID-R110 cleavage fluorescence | hit rate 0.53% among 350,000 | P55212 | inhibition, % at 12.5 µM;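 active = mean inhibition across replicates at least about 35%, with every replicate also reaching that limit, limit read from the data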;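 note: 0% = median of neutral control wells and 100% = no fluorescence left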
Target sequence (P55212 24-179 limits assumed): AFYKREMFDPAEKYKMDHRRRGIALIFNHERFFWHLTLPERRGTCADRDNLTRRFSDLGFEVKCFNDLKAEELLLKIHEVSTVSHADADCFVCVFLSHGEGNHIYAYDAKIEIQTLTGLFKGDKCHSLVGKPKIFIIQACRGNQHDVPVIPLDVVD
Target sequence (P55212 194-293 limits assumed): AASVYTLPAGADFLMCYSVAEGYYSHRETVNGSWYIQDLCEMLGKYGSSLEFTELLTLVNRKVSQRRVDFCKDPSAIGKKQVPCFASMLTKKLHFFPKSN
The depositor's hits bear a star; x = not tested or not shown; [ ] = another dose, or the depositor's remark. Hits appear at their usual frequency; 4% or so of the library scored in one or more.

Letter code – A = ERp5 block; B = F508del corr; C = ERAP1 HTS inh; D = DENV2 CPE; E = miR122 inh; F = SIRT5 inh; G = Casp6 inh
SMILES: Cc1noc(C)c1NC(=O)N[C@@H]1CC[C@@H](CC(=O)N2CCN(C)CC2)O[C@@H]1CO
  A = -1	B = -2.8	C = 2	D = 9	E = x	F = 7	G = -5
SMILES: CC(=O)SC1CC(=O)N(c2ccc(C(C)(C)C)cc2)C1=O (configuration not stated)
  A = -10	B = 1.9	C = x	D = 8	E = -7	F = -2	G = -1
SMILES: CCOc1cc(/C=N\NC(=O)c2ccc(C)nc2)ccc1OC(=O)c1ccc(F)cc1
  A = 4	B = -1.5	C = 0	D = -3	E = -1	F = -4	G = 5
SMILES: CC1(C(=O)NCc2ccc3c(c2)OCO3)CCN1C(=O)Cc1ccc(Cl)cc1Cl (configuration not stated)
  A = 5	B = -2.4	C = -2	D = -1	E = -4	F = -4	G = 2
SMILES: Cc1cc(-c2ccc(C)c(S(=O)(=O)Nc3ccc(S(N)(=O)=O)cc3)c2)on1
  A = 1	B = 3.6	C = 2	D = -1	E = 5	F = -7	G = x
SMILES: CCC(=O)N1C[C@@H](O)COC[C@@H]2O[C@H](CC(=O)NCc3cc(F)cc(F)c3)CC[C@H]21
  A = x	B = -0.7	C = x	D = 11	E = -1[16.7 µM]	F = x	G = x
SMILES: O=C(C[C@H]1CC[C@@H]2[C@H](COC[C@H](O)CN2Cc2cccc(C(F)(F)F)c2)O1)NCc1ccncc1
  A = 1	B = 2.1	C = -1	D = 17	E = 3[16.7 µM]	F = -2	G = 0
SMILES: CCOc1cc(/C=N/NC(=O)C2CC2)ccc1OC(C)C
  A = 5	B = 3.0	C = 2	D = 11	E = 7	F = 2	G = -1
SMILES: C#CCn1cc(Cl)cc(C(=O)Nc2ccccc2)c1=O
  A = 5	B = 1.9	C = -2	D = -6	E = x	F = -5	G = -2
SMILES: CO[C@H]1CN(C)C(=O)c2cc(NC(=O)c3cccc(F)c3)ccc2OC[C@@H](C)N(C)C[C@@H]1C
  A = 1	B = -1.1	C = -2	D = -3	E = x	F = -1	G = 3
SMILES: O=C(Cn1cccc1C(=O)c1ccccc1)NCc1ccc(Cl)cc1
  A = 2	B = -0.6	C = 4	D = 3	E = x	F = -3	G = 0
SMILES: O=C(NNC(=O)C1CCCCC1)c1ccncc1
  A = 4	B = 1.1	C = -4	D = 0	E = x	F = 0	G = -3
SMILES: CC(=O)Nc1ccc(CC#N)cc1
  A = 2	B = 1.5	C = -2	D = 4	E = 0	F = -1	G = 1
SMILES: O=C(NCC1OCCCN1S(=O)(=O)c1ccc(F)cc1)C(=O)NC1CCCC1 (configuration not stated)
  A = 0	B = 2.2	C = 1	D = -8	E = -6	F = 0	G = -3
SMILES: CCCNC(=O)C[C@H]1CC[C@H]2[C@@H](COc3ccc(NC(=O)COC)cc3C(=O)N2C)O1
  A = x	B = -3.6	C = x	D = -4	E = -4[16.7 µM]	F = x	G = x
SMILES: CCOC(=O)NC(C(Cl)(Cl)Cl)S(=O)(=O)c1ccccc1 (configuration not stated)
  A = 4	B = -3.1	C = -2	D = -8	E = x	F = -1	G = 13
SMILES: C[C@H](CO)N1C[C@H](C)[C@H](CN(C)C(=O)Nc2ccc3c(c2)OCCO3)OCc2cn(nn2)CCCC1=O
  A = -3	B = -3.6	C = 0	D = 2	E = 1[16.7 µM]	F = -3	G = 1
SMILES: CN(C)c1ccc(CNC(=O)CN2C(=O)COc3ccc(S(=O)(=O)N4CCCC4)cc32)cc1
  A = -1	B = -2.7	C = 5	D = -9	E = 0	F = 0	G = 3
SMILES: C[C@H]1CN([C@@H](C)CO)C(=O)Cc2cc(N(C)C)ccc2O[C@@H]1CN(C)S(=O)(=O)c1ccc(Cl)cc1
  A = 1	B = -2.0	C = 3	D = -4	E = 1[16.7 µM]	F = 0	G = 0
SMILES: CC(C)C#Cc1cnc2c(c1)C(=O)N([C@@H](C)CO)C[C@H](C)[C@H](CN(C)S(=O)(=O)c1cn(C)cn1)O2
  A = 0	B = 4.3	C = 1	D = -4	E = -9[16.7 µM]	F = -3	G = 4
SMILES: CCOc1cc(/C=C2\SC(=Nc3ccc(CC)cc3)NC2=O)ccc1OCC(=O)O
  A = 3	B = -3.5	C = 3	D = -2	E = x	F = 12	G = 14
SMILES: S=c1[nH]c2ccc(Cl)cc2s1
  A = -2	B = 1.8	C = -2	D = 6	E = x	F = -1	G = -3
SMILES: Cc1cccc(NC(=O)CN2C(=O)C3CC=CCC3C2=O)c1C (configuration not stated)
  A = -5	B = x	C = -6	D = 1	E = 10	F = -1	G = -2
SMILES: Cc1cc(C)nc(SC2CCCCC2NS(=O)(=O)c2ccccc2)n1 (configuration not stated)
  A = 6	B = x	C = 4	D = 1	E = x	F = 5	G = 4
SMILES: COc1ccc(C#Cc2ccc([C@H]3[C@@H](CO)N4CCCCN(C(=O)Nc5ccccc5)C[C@@H]34)cc2)cc1
  A = 7	B = 0.8	C = 2	D = 71*	E = 11[16.7 µM]	F = 1	G = 2

A second format for part of the listing above:
Each structure is followed by: ERp5 block | F508del corr | ERAP1 HTS inh | DENV2 CPE | miR122 inh | SIRT5 inh | Casp6 inh
- CCC(=O)N1C[C@@H](O)COC[C@@H]2O[C@H](CC(=O)NCc3cc(F)cc(F)c3)CC[C@H]21
    x | -0.7 | x | 11 | -1[16.7 µM] | x | x
- O=C(C[C@H]1CC[C@@H]2[C@H](COC[C@H](O)CN2Cc2cccc(C(F)(F)F)c2)O1)NCc1ccncc1
    1 | 2.1 | -1 | 17 | 3[16.7 µM] | -2 | 0
- CCOc1cc(/C=N/NC(=O)C2CC2)ccc1OC(C)C
    5 | 3.0 | 2 | 11 | 7 | 2 | -1
- C#CCn1cc(Cl)cc(C(=O)Nc2ccccc2)c1=O
    5 | 1.9 | -2 | -6 | x | -5 | -2
- CO[C@H]1CN(C)C(=O)c2cc(NC(=O)c3cccc(F)c3)ccc2OC[C@@H](C)N(C)C[C@@H]1C
    1 | -1.1 | -2 | -3 | x | -1 | 3
- O=C(Cn1cccc1C(=O)c1ccccc1)NCc1ccc(Cl)cc1
    2 | -0.6 | 4 | 3 | x | -3 | 0
- O=C(NNC(=O)C1CCCCC1)c1ccncc1
    4 | 1.1 | -4 | 0 | x | 0 | -3
- CC(=O)Nc1ccc(CC#N)cc1
    2 | 1.5 | -2 | 4 | 0 | -1 | 1
- O=C(NCC1OCCCN1S(=O)(=O)c1ccc(F)cc1)C(=O)NC1CCCC1 (configuration not stated)
    0 | 2.2 | 1 | -8 | -6 | 0 | -3
- CCCNC(=O)C[C@H]1CC[C@H]2[C@@H](COc3ccc(NC(=O)COC)cc3C(=O)N2C)O1
    x | -3.6 | x | -4 | -4[16.7 µM] | x | x

The listing continues.
Letter code – A = ERp5 block; B = F508del corr; C = ERAP1 HTS inh; D = DENV2 CPE; E = miR122 inh; F = SIRT5 inh; G = Casp6 inh
SMILES: Cc1cccc(NC(=O)c2ccc([N+](=O)[O-])s2)c1C
  A = -4	B = 2.7	C = 6	D = 7	E = x	F = -1	G = 0
SMILES: C/C(=N\NC(=O)C(=O)Nc1ccc(C)cc1)c1ccncc1
  A = 1	B = 1.7	C = -2	D = 3	E = -4	F = -4	G = 3
SMILES: CCC(=O)Oc1ccc(C2NC(=O)c3ccccc3O2)cc1OC (configuration not stated)
  A = 2	B = -0.4	C = x	D = 3	E = 2	F = 0	G = 0
SMILES: CCC/C(C#Cc1ccc(N(C)C)cc1)=C1/c2ccccc2C(=O)N1c1ccccc1
  A = -1	B = 1.5	C = -1	D = 12	E = 7	F = x	G = -3
SMILES: COCCCn1c(=O)c2sccc2n(Cc2cccc(C)c2)c1=O
  A = 3	B = -1.6	C = 4	D = -5	E = -2	F = 1	G = -1
SMILES: CC(NC(=O)CCc1nnc(C2(c3ccc(Cl)cc3)CCC2)o1)C1CC1 (configuration not stated)
  A = -1	B = 3.1	C = 8	D = 4	E = x	F = -3	G = -3
SMILES: Cc1cccc2c(CC(=O)Nc3ccccc3)noc12
  A = 6	B = x	C = 0	D = -17	E = -6	F = -5	G = 0
SMILES: CCC(C)n1c(C)cc(=O)n1C(C)CC (configuration not stated)
  A = -2	B = -0.5	C = -2	D = 6	E = x	F = 1	G = -3
